Screening results (PubChem BioAssay)
LMPTP inh – blocks human LMPTP phosphatase; P24666; recombinant LMPTP-A, OMFP fluorogenic substrate, fluorescence intensity; inhibition, % at 20 µM; actives 0.22% (n = 360,000); AID 651560;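 active = compounds that cut the enzyme signal by at least half of the control window in the single-dose screen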;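 also: plate controls were DMSO wells with enzyme plus substrate for no effect and substrate without enzyme for full effect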
Target sequence (P24666 whole entry, looked up): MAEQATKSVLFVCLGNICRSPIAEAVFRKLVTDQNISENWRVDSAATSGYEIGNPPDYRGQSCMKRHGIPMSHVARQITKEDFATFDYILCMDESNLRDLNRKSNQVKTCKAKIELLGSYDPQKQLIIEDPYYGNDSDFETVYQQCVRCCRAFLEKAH
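material = LMPTP-A | quantity = 0.625 nM enzyme | reagent = OMFP substrate, 400 µM final | buffer or medium = Bis-Tris pH 6.0, DTT, detergent | detection = endpoint fluorescence intensity from OMFP dephosphorylation | dosing = single 20 µM dose | read-out basis = % inhibition relative to no-enzyme and uninhibited control wells | control set = no-enzyme and uninhibited controls | timing = 50 min at room temperature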
MT1-MMP act inh – blocks activation of human MT1-MMP; AID 651647; GFP/RFP ratio change, % at 20 µM; HT1080 RFP-PRO-GFP cells, GFP/RFP ratio fluorescence, overnight; percent of plate control window, DMSO zero; actives 0.061% (n = 360,000); P50281;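 active = GFP/RFP ratio change of at least 30% with cell ATP level not reduced by more than half and red fluorescence within 50% of control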; also: strong numbers were not always called active
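Material – HT1080 RFP-PRO-GFP cells · Control set – DMSO wells and RFP-L50D-GFP cells · Incubation – overnight cell settling, then overnight compound exposure, 37 °C, 5% CO2 · Compound dosing – single-point 20 µM compound, 1% DMSO · Read-out – GFP/RFP fluorescence ratio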
SKN-1 inh – C. elegans SKN-1 inhibition; C. elegans VP596 Pgst-4::GFP/RFP ratio, acrylamide-induced, 24 h; inhibition, % at 21.8 µM; actives 0.49% (n = 360,000); AID 624304;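 active = interference check ratio from 0.5 to 1.5 plus GFP to RFP signal ratio inhibition reaching or exceeding a fixed threshold, cut at about 30% in these data, passing the limit was not always enough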; also: some compounds called inactive have numbers as strong as hits
CendR NRP1 mod – NRP-1/CendR interaction modulation. FAM-RPARPAR peptide binding to NRP-1, fluorescence polarization. inhibition, % at 25 µM. O14786. AID 602438. actives 0.85% (n = 360,000);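 active = inhibition or corrected inhibition above about 18%, plus a signal ratio from 0.5 to 1.5, limit read from the data, passing the limit was not always enough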; also: strong numbers were not always called active
STEP block – inhibitors of human striatal-enriched phosphatase STEP; P54829; recombinant STEP, OMFP fluorogenic substrate, fluorescence; inhibition, % at 20 µM; actives 0.25% (n = 360,000);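 active = inhibition at 20 µM, scaled per plate between control wells, above about 37%, limit read from the data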;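 also: 0% = DMSO with enzyme and substrate and 100% = substrate only without enzyme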
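medium = Bis-Tris buffer pH 6.0, 2.5 mM DTT, 0.005% Tween 20 | test system = STEP (striatal-enriched tyrosine phosphatase) enzyme, cell-free | measure = normalized % inhibition | compound dosing = 20 µM, 1% DMSO | also added = 25 µM OMFP | schedule = reaction 20 min, ambient temperature | measured by = fluorescence read at 480 nm ex / 540 nm em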
SUMO1-SIM PPI – alters human SUMO1 binding to SIM partners. SUMO1 binding to a labelled peptide, TR-FRET, 1 h. P63165. AID 602429. actives 0.33% (n = 360,000). inhibition, % at 20 µM; in the data active = inhibition above about 37%
Target sequence (P63165 whole entry, looked up): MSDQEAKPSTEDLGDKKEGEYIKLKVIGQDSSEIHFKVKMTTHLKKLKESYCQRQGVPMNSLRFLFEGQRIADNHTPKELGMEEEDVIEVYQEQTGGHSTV
NadD block – blocks S. aureus nicotinate mononucleotide adenylyltransferase. purified NadD enzyme, colorimetric absorbance read-out. inhibition, % at 20 µM. actives 0.78% (n = 360,000); in the data active = inhibition above about 26%; also: some compounds past the cut are filed as inactive
Scp1 inh – blocks human Scp-1 phosphatase activity | AID 493091 | inhibition, % at 20 µM | actives 0.88% (n = 340,000) | Q9GZU7 | Recombinant Scp1, phosphopeptide, malachite green phosphate absorbance;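 active = inhibition above about 50% at 20 µM, limit read from the data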;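 also: plate controls were DMSO wells with enzyme for no effect and wells lacking enzyme for full effect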
Target sequence (Q9GZU7 76-261 limits assumed): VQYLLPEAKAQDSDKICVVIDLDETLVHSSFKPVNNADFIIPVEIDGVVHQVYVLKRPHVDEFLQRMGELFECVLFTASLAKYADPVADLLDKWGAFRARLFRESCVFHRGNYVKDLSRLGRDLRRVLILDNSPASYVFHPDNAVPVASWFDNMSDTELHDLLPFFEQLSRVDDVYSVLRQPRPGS
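Material: truncated SCP-1 phosphatase (76-261aa) / Buffer or medium: 50 mM Tris acetate pH 5.5, 0.005% Tween-20, 10 mM MgCl2 / Compound dosing: one concentration, 20 µM, with 1.0% DMSO / Incubation: 45 min room-temperature reaction, 5 min colour, 30 min stabiliser / Detection: colorimetric free-phosphate detection, absorbance 630 nm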
Rpn11 inh – blocks the human proteasome subunit Rpn11; O00487; human 26S proteasome, Ub4-pepOG fluorescence polarization; 20S core pre-blocked with epoxomicin; calls only at 20 µM; actives 0.59% (n = 360,000); AID 588493;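 active = inhibition at 20 µM, scaled to each plate's controls, above about 33%, limit read from the data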
Target sequence (O00487 whole entry, looked up): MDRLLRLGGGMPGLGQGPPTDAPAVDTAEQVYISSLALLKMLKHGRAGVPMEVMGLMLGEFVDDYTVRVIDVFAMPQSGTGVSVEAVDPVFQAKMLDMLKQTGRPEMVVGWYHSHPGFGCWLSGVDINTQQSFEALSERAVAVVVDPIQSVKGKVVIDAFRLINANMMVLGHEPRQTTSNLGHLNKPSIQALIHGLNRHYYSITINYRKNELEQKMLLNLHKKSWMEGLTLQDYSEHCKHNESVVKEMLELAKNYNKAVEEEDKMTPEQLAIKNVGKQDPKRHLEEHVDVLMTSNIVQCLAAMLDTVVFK
DNMT1 inh – DNMT1 (human) enzyme inhibition; P26358; DNMT1 molecular beacon, Hinp1I cleavage, fluorescence; inhibition (reported as % activation of signal), % at 10 µM; actives 0.83% (n = 360,000); AID 588458; in the data active = inhibition above about 50%
Numbers without * were called inactive; i = inactive; nt = no result given.

SMILES	LMPTP inh	MT1-MMP act inh	SKN-1 inh	CendR NRP1 mod	STEP block	SUMO1-SIM PPI	NadD block	Scp1 inh	Rpn11 inh	DNMT1 inh
CC(c1ccccc1)C1CC(=O)N(c2ccc([N+](=O)[O-])cc2)C1=O (stereo not drawn)	-1.5	-3	24	17	0	-24	-1	-9	i	3
O=C(CSc1nnc(NC(=O)c2ccco2)s1)Nc1ccc(F)cc1F	-1.9	0	-2	7	-4	6	-2	-13	i	4
COCCNC(=O)c1ccc2c3n(nc2c1)-c1ccc(C)cc1CO3	1.6	8	-6	0	0	-28	1	-3	i	0
CCc1nc2cccnc2n1-c1ccc(CC(=O)NC(C)CC)cc1 (stereo not drawn)	-1.0	-1	19	4	0	3	-4	-7	i	2
O=[N+]([O-])c1cccc(S(=O)(=O)N2CCCCC2)c1	-1.9	-1	-9	10	-2	-25	-1	-2	i	13
O=C(CSCC(=O)NN=Cc1ccccc1)NN=Cc1ccccc1	0.1	1	19	2	-5	-5	-6	-7	i	2
O=C(NC1CCCC1)C(c1cccnc1)N(C(=O)c1csnn1)c1ccccc1Cl (stereo not drawn)	-0.4	-2	10	-9	3	4	-3	-10	i	1
CCc1ccc(Nc2cc(C(=O)NCCCN3CCOCC3)c3ccccc3n2)cc1	0.8	3	-2	8	0	-7	2	-12	i	-8
Cc1ccc(C2C3=C(CC(C)(C)CC3=O)Nc3onc(C)c32)cc1 (stereo not drawn)	1.3	-6	9	-2	-2	2	-3	-2	i	0
CC(=O)N1CCN(CCN=CC2=C(O)CC(c3ccc(Cl)cc3)CC2=O)CC1 (stereo not drawn)	-3.4	1	4	-1	-2	2	0	-3	i	-1
Oc1[nH]c2ccccc2c1N=Nc1c(F)c(F)c(C(F)(F)F)c(F)c1F	-0.1	3	10	5	0	-3	5	1	i	-3
CN(C)c1ccc(CN2CCCC(O)C2)cc1 (stereo not drawn)	-2.3	-2	-5	11	-5	1	0	-2	i	2
NC(=O)CN1CCN(Cc2ccc3c(c2)OCO3)CC1	-2.7	-3	-21	3	-3	8	-8	-4	i	3
CCOC(=O)N1CC=C2C(C#N)=C(N)C(C#N)(C#N)[C@H](c3cccs3)[C@H]2C1	-1.8	-45	-3	-22	0	0	1	-3	i	70*
CC(=O)Nc1cccc(NC(=O)CSc2ccc(-c3ccco3)nn2)c1	5.4	8	-7	3	1	0	-6	70*	i	5
c1ccc(Cc2c[nH]c3ccccc23)cc1	3.4	-5	9	2	12	3	-4	-12	i	3
CCOc1ccc(CCNC(=O)COC(=O)Cn2cnc3c2c(=O)n(C)c(=O)n3C)cc1OCC	-0.4	2	0	4	0	3	1	1	i	-1
OCCNCC(O)Cn1ccc2ccccc21 (stereo not drawn)	-0.6	3	11	10	-3	0	-1	-2	i	2
CCOC(=O)C1(C)CCCN(C(=O)c2ccccc2OC(F)(F)F)C1 (stereo not drawn)	0.3	-2	-2	9	-6	5	0	nt	i	14
O=C(NCc1cccnc1)c1ccc(S(=O)(=O)N2CCCCC2)cc1	-2.3	-1	7	1	2	2	3	-11	i	-8
Cc1ccc(C(=O)Nc2cnc3ccccc3c2)cc1	0.0	10	-6	-2	0	-6	-2	1	i	0
Cc1ccccc1-c1cc(C(=O)NCc2cccc(C(F)(F)F)c2)nn1CC1CC(c2cccc([N+](=O)[O-])c2)=NO1 (stereo not drawn)	4.0	8	7	-2	2	7	2	-11	i	7
CCCN(CC(=O)Nc1ccccc1OC)C(=O)CCC(=O)c1ccc(OCC)cc1	-1.6	-3	-7	-19	3	-2	-2	-11	i	18
COc1ccccc1-c1nc(SC)n[nH]1	-2.0	-4	13	4	-2	-2	3	-6	i	0
Cc1cc(OC(C)C(=O)N2C[C@H]3C[C@@H](C2)c2cccc(=O)n2C3)c2c(C)c(C)c(=O)oc2c1 (stereo partly drawn)	-0.1	11	13	4	0	4	0	-1	i	3

Sorted by number of heavy atoms (low to high): part of the list above.
SMILES	LMPTP inh	MT1-MMP act inh	SKN-1 inh	CendR NRP1 mod	STEP block	SUMO1-SIM PPI	NadD block	Scp1 inh	Rpn11 inh	DNMT1 inh
CN(C)c1ccc(CN2CCCC(O)C2)cc1 (stereo not drawn)	-2.3	-2	-5	11	-5	1	0	-2	i	2
Cc1ccc(C(=O)Nc2cnc3ccccc3c2)cc1	0.0	10	-6	-2	0	-6	-2	1	i	0
Cc1ccc(C2C3=C(CC(C)(C)CC3=O)Nc3onc(C)c32)cc1 (stereo not drawn)	1.3	-6	9	-2	-2	2	-3	-2	i	0
Oc1[nH]c2ccccc2c1N=Nc1c(F)c(F)c(C(F)(F)F)c(F)c1F	-0.1	3	10	5	0	-3	5	1	i	-3

Additional compounds:
SMILES	LMPTP inh	MT1-MMP act inh	SKN-1 inh	CendR NRP1 mod	STEP block	SUMO1-SIM PPI	NadD block	Scp1 inh	Rpn11 inh	DNMT1 inh
Cc1cccc(OCc2ccccc2)n1	-3.6	1	-3	-6	-2	-1	3	-2	i	-1
CC(=O)Nc1ccc(S(=O)(=O)NCc2ccc(C(=O)NCc3ccc(Cl)cc3)cc2)cc1	0.7	10	-5	-8	-3	-1	-3	1	i	14
CCOCCCNC(=O)C(c1ccc(OC)cc1)N(Cc1ccc2c(c1)OCO2)C(=O)CNC(C)=O (stereo not drawn)	0.6	8	-11	2	-2	-2	-1	3	i	-1
NCCNc1ccc([N+](=O)[O-])c(NC2CC2)c1	0.5	1	-10	-1	5	-22	5	-3	i	-3
NC(CCc1ccccc1)c1csc(Nc2ccc(C(=O)c3ccccc3)cc2)n1 (stereo not drawn)	0.1	-4	8	-10	1	-150	11	nt	i	-22
CCOC(=O)c1c(NC(=O)CN(C)C2CCN(C)CC2)sc(C(=O)Nc2ccccc2)c1C	-7.6	-1	-8	-4	-1	1	7	-6	i	1
CC1Sc2ccc(S(=O)(=O)CCC(=O)NC3CCCC(C)C3C)cc2NC1=O (stereo not drawn)	-0.5	2	7	1	1	3	-3	-7	i	0
COc1cccc(N2CCN(c3c(C#N)c(C(F)(F)F)nn3C)CC2)c1	1.4	-9	13	1	-9	-3	-5	-6	i	-4
Cc1ccc(SCC(=O)OCC(=O)NCc2ccco2)cc1	1.8	-3	-17	-4	2	3	-1	0	i	4
Cn1ncc2c(=O)[nH]c(N)nc21	-1.0	2	-15	8	-2	0	-4	-15	i	-4
CC(C)CCn1c(=O)c2sccc2n2c(CCCC(=O)N3CCC(N4CCCCC4)CC3)nnc12	-1.1	2	-25	7	-1	9	-15	5	i	4
Cc1ccc(S(=O)(=O)N2CCCOC2CNC(=O)C(=O)NCc2ccccn2)cc1 (stereo not drawn)	1.0	-3	9	2	-3	-5	0	-7	i	1
COC(=O)c1cn(C(=O)c2ccc(OC)c(OC)c2)c2ccccc12	1.3	1	11	-14	4	-1	-15	-10	i	1
CNC(=S)N/N=C/c1ccccc1Cl	0.3	5	-1	0	-1	-3	-3	-5	i	-4
COc1ccc(C(CNC(=O)c2ccc(OCc3c(C)noc3C)cc2)N2CCCC2)cc1 (stereo not drawn)	0.4	2	21	-5	2	-3	0	-6	i	-2
O=C(OCCN1C(=O)c2ccccc2C1=O)c1cccc(OC(F)F)c1	0.7	4	-10	10	2	-7	-6	-14	i	-3
COc1ccc(-c2ccc(=O)n(CC(=O)Nc3cccc(O)c3)n2)cc1OC	2.2	2	9	-1	2	-12	0	-3	i	-7
CN1C/C(=C\c2ccc(N3CCOCC3)cc2)C(=O)/C(=C/c2ccc(N3CCOCC3)cc2)C1	4.6	-42	30	-146	-1	-29	6	-4	nt	-6
CCOCCn1c2ccccc2c2nc3ccccc3nc21	-0.8	1	16	7	-1	-27	-2	0	i	1
CC(NC(=O)Cn1cnnn1)c1cccc(C(F)(F)F)c1 (stereo not drawn)	-0.3	-1	7	11	-2	7	-1	-5	i	-1
CCN(CC(=O)Nc1cccc(F)c1)CC(=O)Nc1ccccc1OC	0.7	-1	0	-11	-2	1	-2	-7	i	-1
CC(C)Cc1nc(SCC(=O)NCc2ccccc2)n[nH]1	-1.6	3	-9	-8	-4	0	-6	-7	i	3
c1cncc(CNc2ncnc3ccc(-c4ccc5c(c4)OCCO5)cc23)c1	9.2	-1	4	8	0	-6	9	-8	i	-4
Cc1ccc(S(=O)(=O)N2CCOC23CCN(C(=O)C(=O)NCCC(C)C)CC3)cc1	-1.4	1	4	-9	-4	-1	-4	-5	i	1
COc1ccc(C(=O)CSc2ncn[nH]2)cc1OC	-0.6	3	11	-1	-3	1	3	-3	i	1

The listing continues.
SMILES	LMPTP inh	MT1-MMP act inh	SKN-1 inh	CendR NRP1 mod	STEP block	SUMO1-SIM PPI	NadD block	Scp1 inh	Rpn11 inh	DNMT1 inh
COc1ccc(C2N(c3cc(Cl)ccc3OC)C(=O)C3CCCN32)c(OC)c1 (stereo not drawn)	-1.3	0	9	-6	-3	5	-3	-8	i	1
CC1CCC2(CC1)NC(=O)N(CC(=O)N1CCN(c3ccccc3)CC1)C2=O (stereo not drawn)	-1.1	3	-7	2	-5	2	6	-6	i	1
O=C(COc1ccccc1)NCC(=O)N/N=C/c1cc(Br)ccc1OCc1ccccc1	5.8	2	-12	0	-2	0	12	-8	i	-12
COCCn1nnnc1CN1CCOCC1	-0.9	1	1	-1	0	-3	1	4	i	-3
COc1ccc(/C=N/NC(=S)Nc2ccccc2)cc1COc1ccc(F)cc1	0.3	-3	-1	8	-1	2	-2	-2	i	1
Cc1cccc(C(CC(=O)N2CCCC2)c2ccccc2)c1O (stereo not drawn)	-1.6	2	12	-8	3	1	-2	0	i	0
Cc1cccnc1NC(=S)NC(=O)c1cncc(Br)c1	-1.6	0	1	-4	-4	-2	7	11	i	1
O=C(O)c1ccc(NC2=C(N3CCOCC3)C(=O)c3ccccc3C2=O)cc1	1.5	4	1	1	2	-3	2	-4	i	-17
Cc1ccc(/C=N/NC(=O)Cc2c(F)cccc2Cl)s1	1.2	-2	11	-14	2	-4	-8	13	i	8
Cc1ccc(S(=O)(=O)N2CCOCC2)cc1NC(=O)Cn1nnc(-c2ccccc2)n1	-1.2	3	12	4	-4	-6	-5	nt	i	3
COc1cccc(NC(=O)CCC2CCN(C(=O)c3cccc(NC(C)=O)c3)CC2)c1	0.1	-1	8	2	-1	3	0	4	i	0
CC(C)OC(=O)CC(=O)CSc1nc2c(cc1C#N)CCCCCC2	1.3	-7	1	-4	4	-8	-6	-6	i	0
Cc1ccc(S(=O)(=O)NNC(=O)c2ccncc2)cc1[N+](=O)[O-]	-1.7	-3	12	16	0	-1	-2	-2	i	-10
O=C(NC(=S)NCc1ccccc1Cl)c1cccs1	1.4	-1	3	16	1	3	-6	-11	i	-5
Cn1nnc2c[n+](CC(=O)c3ccc4ccccc4c3)cc(Br)c21	3.5	-10	19	-12	-3	-27	1	14	i	-6
